# IDE cell inh – inhibits human insulin-degrading enzyme in HEK cells; FAbetaB cleavage, fluorescence polarization; inhibition, % at 5.59 µM; hit rate 0.41% among 320,000;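 active = percent inhibition above the average of all tested compounds plus 3 SD, set per screening campaign, cut at about 16% in these data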;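 also: IDE supplied by intact live HEK cells; FP after avidin binding of uncleaved biotin substrate so inhibition keeps polarization high; 0% = DMSO wells and 100% = 60 µM reference IDE inhibitor Ii1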
# Target sequence (P14735 whole entry, looked up): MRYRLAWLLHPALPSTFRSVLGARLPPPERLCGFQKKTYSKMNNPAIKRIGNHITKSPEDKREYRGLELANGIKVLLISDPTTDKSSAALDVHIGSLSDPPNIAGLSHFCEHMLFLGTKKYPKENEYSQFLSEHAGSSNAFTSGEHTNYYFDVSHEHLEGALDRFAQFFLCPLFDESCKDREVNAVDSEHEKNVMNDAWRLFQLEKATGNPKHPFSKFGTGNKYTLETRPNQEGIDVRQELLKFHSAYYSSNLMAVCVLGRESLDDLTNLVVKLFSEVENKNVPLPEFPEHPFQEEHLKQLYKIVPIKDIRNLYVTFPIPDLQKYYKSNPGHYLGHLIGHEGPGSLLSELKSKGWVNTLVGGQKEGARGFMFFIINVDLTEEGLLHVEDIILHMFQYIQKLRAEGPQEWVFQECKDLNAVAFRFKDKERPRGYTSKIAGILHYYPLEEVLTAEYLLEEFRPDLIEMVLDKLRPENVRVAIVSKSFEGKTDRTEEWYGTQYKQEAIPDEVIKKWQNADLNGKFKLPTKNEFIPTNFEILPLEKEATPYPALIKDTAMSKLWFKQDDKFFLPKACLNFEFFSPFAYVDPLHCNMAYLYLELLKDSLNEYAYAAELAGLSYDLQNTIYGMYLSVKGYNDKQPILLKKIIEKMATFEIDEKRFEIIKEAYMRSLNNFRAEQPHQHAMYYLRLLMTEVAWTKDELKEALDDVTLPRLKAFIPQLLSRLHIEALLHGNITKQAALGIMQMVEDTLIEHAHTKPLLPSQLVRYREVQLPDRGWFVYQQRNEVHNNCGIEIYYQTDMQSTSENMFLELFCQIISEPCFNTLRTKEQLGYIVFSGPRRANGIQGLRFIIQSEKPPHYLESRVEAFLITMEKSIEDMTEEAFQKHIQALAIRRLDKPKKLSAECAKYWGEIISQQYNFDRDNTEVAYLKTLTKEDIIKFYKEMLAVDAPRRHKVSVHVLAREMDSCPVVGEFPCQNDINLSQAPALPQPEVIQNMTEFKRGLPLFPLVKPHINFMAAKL
# SUMO HTRF inh – inhibitors of human SUMOylation (UBC9); inhibition, % at 35 µM; P63279; AID 2006; HTRF SUMOylation assay, SAE1/SAE2 + UBC9, in vitro; hit rate 0.36% among 290,000; in the data active = inhibition above about 50%, passing the limit was not always enough; also: strong numbers were not always called active
# IDE cell activ – IDE (human) activation, cell-based | P14735 | HEK cells, FAbeta-B cleavage, fluorescence polarization; 0% vehicle, 100% cell-free pure enzyme wells | activation, % at 5.96 µM | hit rate 0.073% among 340,000;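 active = activation above the mean of all tested compounds plus 3 SD, set per screening campaign, cut at about 17% in these data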
# PfM18AAP inh – PfM18AAP enzyme inhibition. recombinant PfM18AAP, H-Glu-NHMec fluorogenic cleavage. inhibition, % at 7.35 µM. hit rate 1.2% among 290,000;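 active = inhibition above the campaign mean inhibition over all tested compounds plus 3 SD, cut at about 28% in these data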;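 also: 0% = plate median of test compound wells and 100% = 2 mM ZnCl2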
# DNA FID counter – fluorescent intercalator displacement, NS3 helicase counter-screen; DNA fluorescent intercalator displacement, fluorescence; inhibition, % at 7.9 µM; hit rate 0.17% among 290,000; in the data active = inhibition above about 37%;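 also: 0% = vehicle and 100% = reference compound; higher means more ethidium bromide displaced from hairpin DNA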
# NS3 helicase inh – blocks Hepatitis C virus NS3 helicase unwinding | NS3 helicase DNA unwinding, Cy5 molecular beacon fluorescence | inhibition, % at 10.9 µM | hit rate 0.56% among 290,000 | AID 1800;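 active = inhibition above the mean of all tested compounds plus 3 SD, set per campaign, cut at about 35% in these data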;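 also: 0% = DMSO wells and 100% = thioflavine S control wells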
#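 Measured by: Cy5 fluorescence, 0 and 60 min reads / Assay system: NS3 helicase fragment of HCV / Control set: low DMSO, high thioflavine S at 110 µM / Times: 1 h reaction at 25 °C, ATP-initiated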
# IMP-1 inhibitor – inhibitors of Pseudomonas aeruginosa IMP-1 metallo-beta-lactamase | purified IMP-1, nitrocefin hydrolysis, epi-absorbance fluorescence | inhibition, % at 5.6 µM | hit rate 0.45% among 290,000;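 active = inhibition above the mean plus 3 SD of all compounds in the same screening run, cut at about 4.5% in these data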;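 also: 0% = IMP-1 with DMSO and 100% = DMSO wells lacking enzyme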
#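 system = purified recombinant IMP-1 beta-lactamase | amount = 0.2 nM IMP-1, as dispensed | medium = HEPES buffer pH 7.1 with ZnSO4 and Brij 35 | times = 25 °C, 15 min preincubation, 25 min reaction | detection = plate fluorescence quenching by hydrolysis product, ex 480/em 530 nm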
# VIM-2 inh – inhibitors of Pseudomonas aeruginosa VIM-2 metallo-beta-lactamase; purified VIM-2, nitrocefin hydrolysis, epi-absorbance fluorescence; inhibition, % at 5.6 µM; hit rate 0.89% among 290,000; AID 1527;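 active = inhibition above the mean of all tested compounds plus 3 SD, cutoff set per screening run, cut at about 7.5% in these data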;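 also: red hydrolysis product quenches plate fluorescence so inhibitors raise well fluorescence; 0% = enzyme with DMSO and 100% = DMSO without enzyme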
# pCIP destab – p/CIP protein destabilization. Q05BA5. F442A p/CIP-EGFP cells, EGFP fluorescence, 16 h. decrease of EGFP signal, % at 10 µM. hit rate 0.01% among 290,000. AID 1984;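 active = EGFP signal decrease of at least 30% at 10 µM or well 3 SD below plate mean, unless failing retest; inactive = the rest, including hits failing retest or dose response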; also: some compounds called inactive have numbers as strong as hits; many of its hits are not listed in these tables
# * marks the source's active call; other numbers are inactive results; . = not tested or not shown.
SMILES,IDE cell inh,SUMO HTRF inh,IDE cell activ,PfM18AAP inh,DNA FID counter,NS3 helicase inh,IMP-1 inhibitor,VIM-2 inh,pCIP destab
CC1(C)CC(=O)C2=C(C1)OC(N)=C(C#N)C2c1ccsc1 (stereo unspecified),10,0,-4,-10,-9,-6,-0.3,0.9,-11
NS(=O)(=O)c1ccc(NC(=O)COC(=O)c2cc3ccccc3oc2=O)cc1,5,38,-5,-6,1,-3,-1.3,0.9,2
O=C(NC1CCCCCC1)C1CCN(S(=O)(=O)N2CCC3(CC2)OCCO3)CC1,-2,22,8,1,-22,-8,-2.6,-1.8,-10
COc1cc(NC(=O)c2cc(OC)c(OC)c(OC)c2)ccc1NC(=O)c1cccs1,-2,15,-1,-7,-34,4,-0.2,-0.6,-18
CCOCCCNC(=O)C(NC(=O)Cc1cccs1)c1ccccc1 (stereo unspecified),-1,9,0,1,-8,1,0.3,2.8,9
COc1ccc(C)cc1N(C(=O)c1ccc(C#N)cc1)C1=NC(C)(C)CS1,2,14,-4,-4,-11,1,-1.7,-0.3,-6
O=C(Nc1ccc(NC(=S)NC(=O)c2ccccc2F)cc1)c1cccs1,-1,-7,-3,0,-12,-7,-2.2,-1.1,-1
COc1ccc(Nc2cc(Nc3cccc(OC)c3)ncn2)cc1,-4,19,2,-8,-17,-5,-1.5,-1.4,0
CCCOC1CCCN(C(=O)c2ccc(OC3CCN(C(=O)COC)CC3)cc2)C1 (stereo unspecified),5,-7,7,-3,-39,3,-1.9,-2.2,-19
CC1CCN(c2nc(-c3ccccc3O)nc3ccccc23)CC1,0,12,-1,-2,-4,-26,-4.1,-5.4,6
CC(=O)c1ccc(N2CCCC2)c(F)c1,1,16,.,-7,-4,1,-4.5,-0.6,-4
COc1cccc(/C=N/NC(=O)C(=O)NCc2cccnc2)c1O,-5,-10,8,3,-5,-3,-2.0,-1.8,-2
Cc1ccc(C)c(OCC(O)CNC2CCCC2)c1 (stereo unspecified),7,4,4,-2,12,-11,-3.1,-2.4,3
CCc1ccccc1NC(=O)C(C)n1nc([N+](=O)[O-])c(Br)c1C (stereo unspecified),-1,21,2,8,-6,9,-1.3,-1.6,-14
COc1ccc(OC)c(-n2c(=S)[nH]c3cc(C(=O)N4CCC(C(N)=O)CC4)ccc3c2=O)c1,4,14,-2,12,-12,22,-2.1,-0.3,-5
C/C(NCc1cccnc1)=C(\C#N)C(=O)NCc1ccccc1,-2,25,1,-9,-8,3,-4.3,-0.9,6
Cc1cccc(C(=O)NC(=S)Nc2ccccc2C(F)(F)F)c1,5,-9,1,3,-9,3,1.9,-4.5,6
COc1ccc(N(CC(=O)N/N=C(\C)c2ccc(C)cc2)S(=O)(=O)c2ccccc2)cc1,0,21,3,-10,-10,8,0.0,0.2,-4
O=C1NCCCc2c1no[n+]2[O-],-8,12,-2,2,-1,-3,-1.5,-0.5,-7
CC(C)(C)NC(=O)c1ccccc1-c1nc2ccccc2s1,0,12,3,26,-4,0,-3.0,-1.4,-2
Cc1nnc(NC(=O)c2cccc(S(=O)(=O)N3CC(c4ccccc4)CC3=O)c2)s1 (stereo unspecified),7,18,4,11,-9,20,-4.7,-2.1,-17
CCCC(=O)Nc1ccc(S(=O)(=O)Nc2cc(OC)ncn2)cc1,.,-8,-3,5,-5,-1,-2.2,-3.0,12
C=CCNC(=O)c1cc(-c2cccnc2)nc2ccccc12,4,-2,-5,1,-3,-2,-2.2,-1.1,3
C=CCC1(CC=C)CCCN1C(=O)c1cc(COc2cccc(OC)c2)on1,-2,-4,2,-3,-38,-19,-2.8,-2.9,-35
CC(Sc1nncn1C)C(=O)NCc1ccc2c(c1)OCO2 (stereo unspecified),2,13,-2,8,-7,9,-0.7,-1.0,0
O=[N+]([O-])c1ccc(/C=N/Nc2nc(N3CCOCC3)nc(N3CCOCC3)n2)cc1,6,22,5,-3,-7,-4,-4.8,-2.1,0
O=C(NCc1ccc(F)cc1)c1ccc(Cl)c(NC2=NC3CS(=O)(=O)CC3S2)c1 (stereo unspecified),3,15,-18,-5,-7,23,-1.4,-1.0,16
O=C(Nc1ccccc1)c1nn(-c2cccc(C(F)(F)F)c2)ccc1=O,-1,0,-3,-3,-6,12,-1.4,-2.0,-3
CN(Cc1ccccc1)C(NC(=O)c1ccccc1)C(Cl)(Cl)Cl (stereo unspecified),0,-14,-1,-8,-1,3,-1.6,0.9,-19
CCCC1(C(=O)OC)NC(c2cc(OC)c(OC)c(OC)c2)C2C(=O)N(CC)C(=O)C21 (stereo unspecified),6,16,1,-3,-7,-6,-2.3,0.8,-9
CC1=NN(c2ccccc2)C(=O)C1N=Nc1ccccc1 (stereo unspecified),0,-10,4,2,-2,6,-3.5,-5.6,4
O=C(Cn1c(COc2ccccc2)nc2ccccc21)Nc1cc(Cl)ccc1Cl,-1,5,3,4,-2,-1,-2.0,-1.7,4
COc1ccc(-c2cc(C(=O)OCC(=O)N3CCCC3)c3ccccc3n2)cc1,3,25,3,-3,-28,-21,-0.9,2.0,4
NC(=O)c1cc(C(=O)c2ccccc2Cl)c[nH]1,-5,6,4,-5,-3,-3,-1.0,-1.3,1
Cc1ccccc1/C=C1\Sc2ccc(C(=O)N3CCN(c4ccccn4)CC3)cc2N(C)C1=O,8,-2,-2,5,-45,-13,-2.9,-3.1,-2
Cc1ccc(-c2nc(NC(=O)c3nn(C)cc3[N+](=O)[O-])sc2C)cc1,-2,5,-1,-2,-10,-13,-3.2,-2.2,-3
CC(OC(=O)c1ccccc1Oc1ccccc1)C(=O)NC1CC1 (stereo unspecified),0,-3,4,1,-18,-4,-4.0,-2.9,15
CC1=CC=CN2CC(O)CN=C12 (stereo unspecified),-1,31,-1,1,6,-1,-2.1,-0.3,-3
CC(C)CC(=O)Nc1ccc(N2CCOCC2)cc1,-3,17,2,5,-1,19,-4.7,-2.8,-4
C=CCc1cc(C=O)cc(OCC)c1O,6,20,5,6,-3,-7,-2.9,-0.8,-5
c1ccc(-c2nc(-n3nc4ccccc4n3)nc3ccccc23)cc1,0,6,3,-6,-2,-2,-4.1,0.2,-3
O=C(CO/N=C/c1ccc(OC(F)F)cc1)NC1CCCC1,5,9,1,1,-11,-3,-0.3,-0.9,-5
CC(=O)Nc1ccccc1C(=O)C(=O)Nc1ccc(C)c(F)c1,0,6,4,2,-6,1,-4.0,-4.6,0
Cc1ccc(NC(=O)CCCN2C(=O)c3cccc4cccc(c34)C2=O)cc1,0,-17,-1,-10,-3,5,-1.2,-3.9,1
O=C1C2C3C=CC(C3)C2C(=O)N1CN(Cc1ccccc1)CN1C(=O)C2C3C=CC(C3)C2C1=O (stereo unspecified),0,23,-2,12,2,4,0.8,0.2,-1
COc1ccc(CNC(=O)CN2C(=O)CCSc3ccc(S(=O)(=O)N4CCCC4)cc32)cc1,-3,17,8,-1,-47,-1,-1.3,-2.4,-2
COC(=O)CSc1cnc2ccccc2n1,0,1,-1,4,-1,-1,-0.5,-2.9,0
Cc1nc([N+](=O)[O-])c(Sc2nc3ccccc3[nH]2)n1Cc1ccccc1,2,16,-1,6,1,5,-2.3,-5.4,9
CC(=O)Nc1ccc(NC(=O)CSc2ncnc3sc(C)c(C)c23)cc1,-1,18,0,-2,-30,9,-0.7,-0.1,-6
Cc1nn(-c2ccccc2)cc1/C=N/NC(N)=S,1,17,.,16,-6,1,-3.6,-3.2,-9
CCCCn1c(N)c(N(CC)C(=O)c2ccc(Cl)c([N+](=O)[O-])c2)c(=O)[nH]c1=O,-2,-6,0,1,-9,13,0.2,2.1,-9
CCC(C(=O)OCC(=O)Nc1ccc(C(N)=O)cc1)c1ccccc1 (stereo unspecified),2,5,-1,6,-11,-1,-3.0,-2.4,15
COc1ccc(OC)c(-c2cc(C(=O)NCCN3CCOCC3)no2)c1,-2,6,-5,-5,-2,-8,-2.5,-0.7,-3
Cc1nn(C(C)(C)C)c(OC(=O)c2cccs2)c1S(=O)(=O)c1ccccc1,8,-28,2,-2,-19,-8,-0.6,-0.3,5
COc1ccc(CCNC(=O)C2CCCN2S(=O)(=O)c2ccc(F)cc2)cc1OC (stereo unspecified),-5,14,2,-3,-10,2,-3.4,-3.7,4
CCOCCCN1C(=O)C2C(C(=O)Nc3ccc(OCC)cc3)C3C=CC2(O3)C1C(=O)NC1CCCCC1 (stereo unspecified),-9,10,0,-6,-22,5,-3.6,0.2,0
COc1ccc(OC)c(/C=C/C(=O)OCC(=O)Nc2ccc3c(c2)OCCO3)c1,-3,-3,1,2,-6,-7,-4.5,-0.1,7
COc1ccc(OC)c(-n2c(-c3cc(-c4ccc(F)cc4)n[nH]3)n[nH]c2=S)c1,2,9,1,0,-33,-5,-3.1,-1.9,-6
COc1nc(N)nc(NC23CC4CC(CC(C4)C2)C3)n1,-1,7,3,3,-13,-3,-5.7,-3.8,1
Cc1cc(C)cc(-n2nnc(C(=O)NCc3ccccc3Cl)c2N)c1,4,12,-2,2,-2,2,-0.8,-2.3,6

# In the list so far, these contain a cyano group.
SMILES,IDE cell inh,SUMO HTRF inh,IDE cell activ,PfM18AAP inh,DNA FID counter,NS3 helicase inh,IMP-1 inhibitor,VIM-2 inh,pCIP destab
CC1(C)CC(=O)C2=C(C1)OC(N)=C(C#N)C2c1ccsc1 (stereo unspecified),10,0,-4,-10,-9,-6,-0.3,0.9,-11
COc1ccc(C)cc1N(C(=O)c1ccc(C#N)cc1)C1=NC(C)(C)CS1,2,14,-4,-4,-11,1,-1.7,-0.3,-6
C/C(NCc1cccnc1)=C(\C#N)C(=O)NCc1ccccc1,-2,25,1,-9,-8,3,-4.3,-0.9,6

# The list goes on:
SMILES,IDE cell inh,SUMO HTRF inh,IDE cell activ,PfM18AAP inh,DNA FID counter,NS3 helicase inh,IMP-1 inhibitor,VIM-2 inh,pCIP destab
O=C(CCC(=O)c1ccccc1)NCCc1c[nH]c2ccccc12,5,-11,8,7,-13,3,-0.7,-1.5,-4
CCN(CC(=O)NC(C)(C)C)Cc1nc2c(Br)cc(Br)cc2c(=O)[nH]1,10,1,3,-9,-18,2,-1.8,-1.9,7
CCOc1cc(/C=N/NC(=O)C(OC)c2ccccc2)ccc1O (stereo unspecified),-22,5,6,3,-12,5,-4.6,-0.6,-13
O=C(CN1C(=O)COc2ccccc21)NCCN1CCC(Cc2ccccc2)CC1,12,10,-1,-6,11,-6,-3.0,-0.6,-2
CCC/C=N/NC(=O)c1cccc(Br)c1,0,10,3,-2,-6,-2,-2.8,-1.5,4
Cc1ccc(NC(=O)CN2C(=O)C3CC=CCC3C2=O)cc1S(=O)(=O)N1CCOCC1 (stereo unspecified),2,14,-7,6,-11,26,-1.3,2.7,-4
CC(C)NC(=O)CSCc1cccc(Br)c1,5,17,3,1,-6,-9,1.4,-0.1,-5
COCCNC(=O)c1ccc(-c2csc(C)n2)cc1,3,0,-2,1,2,3,-3.7,-1.5,-8
CC(C)OCCCNC(=O)NC12CC3CC(CC(C3)C1)C2,-2,14,-4,4,-15,5,-3.4,-2.7,0
CC1=NNC(=O)C1CCC(=O)N/N=C/c1c(Cl)cccc1Cl (stereo unspecified),-2,3,3,-6,-2,-3,-0.3,5.8,-3

# High-throughput results (PubChem)
